BoNT A protease – BoNT/A light chain protease inhibitors, primary screen, biochemical, flow cytometry, MLPCN library; multiplex microsphere protease substrate cleavage; hit rate 0.17% among 360,000; inhibition, % at 10 µM; Botulinum neurotoxin type A light chain protease (Clostridium botulinum A str. ATCC 3502); AID 588499, 2011; also: plate controls were buffer without enzyme for full effect and enzyme alone for no effect
Anthrax LF inh2 – Bacillus anthracis LF protease inhibitors, primary screen, biochemical, multiplex microsphere, MLPCN library. Lethal factor (Bacillus anthracis), P15917. multiplex microsphere protease cleavage assay. inhibition, % at 10 µM. hit rate 0.12% among 360,000. AID 588501, 2011; also: plate controls were buffer without enzyme for full effect and enzyme alone for no effect
BH1578 lux ind – inducers of Vibrio cholerae quorum light production without autoinducers, primary screen, BH1578 luxS cqsA deficient, single point. V. cholerae BH1578 lux reporter, luminescence, 6 h. activation, % at 18.7 µM. hit rate 0.16% among 350,000; in the data active = activation mostly above about 9.7%, no sharp cut-off; inconclusive = no clear call, values can overlap the other calls; inactive = mostly below about 3.7%; also: not every result past the cut was called active; inactives centre near 0; reference of the scale not given here
SSB-PriA inh – inhibitors of Klebsiella pneumoniae PriA binding to SSB C-terminal tail, primary screen, biochemical, AlphaScreen; PriA–SSB C-terminal tail interaction (Klebsiella pneumoniae); AlphaScreen SSBct-PriA binding, biotinylated peptide; inhibition, % at 33 µM; hit rate 0.6% among 430,000; in the data active = inhibition mostly above about 37%, no sharp cut-off; inactive = mostly below about 20%;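 also: plate controls were negative control peptide for no effect and reference peptide for full effect; strong numbers were not always called active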
3CLpro inhibitor – SARS-CoV 3CLpro protease inhibitors, primary screen, biochemical, quenched FRET; Replicase polyprotein 1ab (Severe acute respiratory syndrome coronavirus), P0C6X7; recombinant SARS-CoV 3CLpro, quenched FRET peptide cleavage; inhibition, % at 6 µM; hit rate 0.14% among 290,000; in the data active = inhibition above about 12%
PfHsp40 rescue – rescue of yeast from PfHsp40 toxicity, primary screen, S. cerevisiae, ATP luminescence; S. cerevisiae expressing PfHsp40, growth rescue; growth rescue, % at 12.5 µM; hit rate 0.68% among 340,000; AID 504582, 2011; in the data active = growth rescue above about 28%, passing the limit was not always enough; inconclusive = no clear call, values can overlap the other calls;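 also: yeast W303a lacking pdr1 and pdr3 grown in galactose medium; growth measured after three days at 30 °C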
DUSP3 inh – VHR1 phosphatase inhibitors, primary screen, biochemical, absorbance, uHTS; Dual specificity protein phosphatase 3 (Homo sapiens), P51452; recombinant VHR phosphatase, pNPP absorbance; inhibition, % at 13.3 µM; hit rate 0.52% among 290,000; AID 1654, 2009; in the data active = inhibition above about 50%; also: some compounds called inactive have numbers as strong as hits
CCHF vOTU inh – CCHFV vOTU protease inhibitors, primary screen, biochemical, Pep-AMC substrate, fluorescence | AID 651958, 2012 | hit rate 0.55% among 370,000 | inhibition, % at 11.5 µM | Crimean-Congo hemorrhagic fever virus L polyprotein viral ovarian tumor (vOTU) protease …; in the data active = inhibition above about 30%; also: 0% = vehicle wells with enzyme and 100% = no enzyme wells
TcdB inh – TcdB glycohydrolase inhibitors, primary screen, biochemical, single point, plate reader | Toxin B (Clostridioides difficile), P18177 | TcdB glycohydrolase enzymatic assay | inhibition, % at 9.99 µM | hit rate 0.24% among 350,000; in the data active = inhibition above about 10%
Target sequence (P18177 whole entry, looked up): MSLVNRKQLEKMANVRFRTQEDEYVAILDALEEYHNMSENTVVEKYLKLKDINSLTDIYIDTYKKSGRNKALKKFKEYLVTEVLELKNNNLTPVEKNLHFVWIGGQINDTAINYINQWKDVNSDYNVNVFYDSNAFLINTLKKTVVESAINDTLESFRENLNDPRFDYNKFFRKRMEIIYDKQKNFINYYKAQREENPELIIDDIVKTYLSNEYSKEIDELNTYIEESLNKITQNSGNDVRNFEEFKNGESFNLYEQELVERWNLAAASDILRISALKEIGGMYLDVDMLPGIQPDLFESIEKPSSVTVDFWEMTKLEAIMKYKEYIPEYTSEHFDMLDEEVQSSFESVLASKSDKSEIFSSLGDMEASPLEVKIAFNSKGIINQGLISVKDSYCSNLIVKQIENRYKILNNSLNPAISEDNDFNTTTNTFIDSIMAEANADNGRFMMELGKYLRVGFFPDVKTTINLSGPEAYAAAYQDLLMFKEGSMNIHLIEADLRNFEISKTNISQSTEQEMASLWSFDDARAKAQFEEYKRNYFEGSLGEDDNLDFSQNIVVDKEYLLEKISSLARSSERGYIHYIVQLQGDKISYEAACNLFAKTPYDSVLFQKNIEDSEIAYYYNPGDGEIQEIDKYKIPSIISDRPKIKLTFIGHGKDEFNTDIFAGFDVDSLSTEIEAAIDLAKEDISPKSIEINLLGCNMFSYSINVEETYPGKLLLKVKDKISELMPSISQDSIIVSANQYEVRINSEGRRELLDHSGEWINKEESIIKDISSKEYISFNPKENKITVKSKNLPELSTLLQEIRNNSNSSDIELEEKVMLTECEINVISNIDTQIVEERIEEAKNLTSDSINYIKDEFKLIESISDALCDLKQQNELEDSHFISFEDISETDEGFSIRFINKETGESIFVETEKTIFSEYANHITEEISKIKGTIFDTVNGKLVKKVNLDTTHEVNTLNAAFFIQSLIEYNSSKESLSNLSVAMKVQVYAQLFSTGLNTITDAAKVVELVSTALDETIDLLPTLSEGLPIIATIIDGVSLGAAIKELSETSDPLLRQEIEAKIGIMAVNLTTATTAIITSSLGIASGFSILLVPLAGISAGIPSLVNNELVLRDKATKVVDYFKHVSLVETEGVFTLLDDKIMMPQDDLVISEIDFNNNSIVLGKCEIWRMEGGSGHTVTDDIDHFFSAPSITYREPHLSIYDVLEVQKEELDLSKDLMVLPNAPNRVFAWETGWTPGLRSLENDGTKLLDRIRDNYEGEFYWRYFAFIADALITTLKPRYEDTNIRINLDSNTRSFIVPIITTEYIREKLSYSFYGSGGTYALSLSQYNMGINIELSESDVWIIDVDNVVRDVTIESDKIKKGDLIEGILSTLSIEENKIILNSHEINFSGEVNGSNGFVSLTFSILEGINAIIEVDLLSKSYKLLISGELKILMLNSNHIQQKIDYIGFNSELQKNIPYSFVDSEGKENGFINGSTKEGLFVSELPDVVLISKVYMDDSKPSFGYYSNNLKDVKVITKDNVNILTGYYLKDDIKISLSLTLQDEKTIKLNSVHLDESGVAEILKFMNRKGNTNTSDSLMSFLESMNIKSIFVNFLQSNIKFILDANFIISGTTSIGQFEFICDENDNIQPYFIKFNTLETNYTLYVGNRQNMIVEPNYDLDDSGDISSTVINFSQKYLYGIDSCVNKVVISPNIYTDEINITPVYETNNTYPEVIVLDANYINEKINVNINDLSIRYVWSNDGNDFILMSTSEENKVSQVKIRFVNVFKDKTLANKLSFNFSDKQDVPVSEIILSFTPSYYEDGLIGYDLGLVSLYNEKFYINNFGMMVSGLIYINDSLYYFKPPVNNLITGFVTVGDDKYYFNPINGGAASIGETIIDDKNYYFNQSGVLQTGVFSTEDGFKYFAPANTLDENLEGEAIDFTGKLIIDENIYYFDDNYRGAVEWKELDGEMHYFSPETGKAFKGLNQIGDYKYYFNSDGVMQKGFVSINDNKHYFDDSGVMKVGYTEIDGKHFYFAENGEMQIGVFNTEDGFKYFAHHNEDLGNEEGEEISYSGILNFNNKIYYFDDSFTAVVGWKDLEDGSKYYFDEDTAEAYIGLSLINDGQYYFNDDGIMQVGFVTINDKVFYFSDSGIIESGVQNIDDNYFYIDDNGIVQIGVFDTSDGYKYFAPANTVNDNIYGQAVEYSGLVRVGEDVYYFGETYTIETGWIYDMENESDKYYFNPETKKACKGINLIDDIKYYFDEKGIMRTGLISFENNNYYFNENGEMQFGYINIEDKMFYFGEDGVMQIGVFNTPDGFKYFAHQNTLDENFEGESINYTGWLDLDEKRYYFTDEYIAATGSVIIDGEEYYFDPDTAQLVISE
Y pestis TopoI – Yersinia pestis topoisomerase I inhibitors, primary screen, biochemical, cleavage product accumulation, plate reader, single point; DNA topoisomerase I (Yersinia pestis CO92); Y. pestis Topo-I cleavage product accumulation; activity, % at 10 µM; hit rate 0.064% among 360,000; AID 504884, 2011; in the data active = activity above about 50%, passing the limit was not always enough; inconclusive = no clear call, values can overlap the other calls; also: inactives centre near 2
* hit, by the source's call; i = inactive; ? = inconclusive; . = not tested or not shown; & = joins results of further samples. Rule as the data show it, unless noted: active = inhibition above about 30%; inconclusive = no clear call, values can overlap the other calls; inactive = below that. The list is partial; rates above refer to the full screens.

SMILES | BoNT A protease | Anthrax LF inh2 | BH1578 lux ind | SSB-PriA inh | 3CLpro inhibitor | PfHsp40 rescue | DUSP3 inh | CCHF vOTU inh | TcdB inh | Y pestis TopoI
O=C(O)COc1ccccc1/C=C1\SC(=Nc2ccc(F)cc2)N(c2ccc(F)cc2)C1=O | 0.3 | 0 | -0.4 | 6 | 9 | 0.4 | -7 | 13 | -0.7 | 10
CCc1cc(SC#N)cc(C)c1N | -1.7 | -6 | i | 20 | -4 | -0.1 | 18 | -13 | -0.1 | -3
O=C(O)c1cccc(S(=O)(=O)N2CC=C(c3ccccc3)CC2)c1 | -3.3 | -4 | i | -2 | . | 0.5 | . | 1 | -3.8 | 3
CCN(CC(=O)Nc1ccc(Cl)c(S(=O)(=O)N(C)C)c1)CC(=O)NC(C)C | -1.3 | -6 | i | -14 | 1 | -0.1 | 2 | -14 | 1.3 | -7
COCCNC(=O)CSc1ncnc2sccc12 | 0.1 | 5 | -0.4 | -29 | -5 | -0.4 | 5 | 0 | . | 3
CCOC(=O)c1sc(N/N=C/c2ccc(N(C)C)cc2)nc1C | 0.4 | -4 | i | . | 0 | -0.2 | -6 | 19 | -2.9 | -2
CC1(C)CN(C2CCCCC2)C(=O)[C@H]1CC(=O)Nc1ccc(Br)cc1 | -0.1 | -6 | -0.3 | . | . | . | . | 3 | 2.0 | -5
Cc1ccc(C)c(NC(=O)CN(C)C(=O)C2=NNC(=O)CC2)c1 | 1.1 | -3 | -2.5 | -17 | . | -1.4 | . | -3 | 0.8 | 5
CCN(CC(=O)Nc1ccccc1OC)C(=O)c1cc(S(=O)(=O)N2CCCCCC2)ccc1OC | -1.6 | 1 | i | -16 | . | 0.0 | . | 14 | -0.7 | 8
CCN(c1ccccc1)S(=O)(=O)c1cccc(C(=O)NCc2ccccn2)c1 | 1.4 | 0 | i | 7 | . | 0.3 | . | -8 | 1.4 | -9
Cc1c(C(=O)NC(C)c2ccccc2)c(-c2ccccc2)nn1-c1ccccc1 (stereo unspecified) | 0.4 | -2 | 0.5 | 3 | 8 | 1.3 | 4 | -1 | . | 5
CCOc1ccccc1C(=O)NCC(=O)NC(C)c1ccc(-n2ccnc2)cc1 (stereo unspecified) | 0.9 | -8 | i | 9 | . | 0.0 | . | -2 | 1.7 | 8
O=[N+]([O-])c1ccc(N/N=C2/CCCCC2c2ccccn2)c([N+](=O)[O-])c1 (stereo unspecified) | -0.8 | -1 | i | . | 0 | 2.7 | 5 | 20 | -0.5 | -9
COc1ccccc1NC(=S)N(CCc1c(C)[nH]c2ccccc12)Cc1cccs1 | 1.4 | 0 | -0.3 | 2 | -3 | 2.7 | 7 | 4 | -0.6 | -16
COc1ccc(-c2cc(C#N)nc(Cl)n2)cc1 | ? | 4 | i | 4 | -7 | 0.1 | 14 | 4 | 1.4 | 4
N#Cc1c2c(c(NCCN3CCOCC3)n3c1nc1ccccc13)CCCC2 | 0.3 | 1 | -1.6 | 0 | -8 | -1.4 | 32 | -15 | . | 2
CC12CCC(=O)N1C(C(=O)Nc1nnc(SCc3ccc(F)cc3)s1)CS2 (stereo unspecified) | -1.8 | -3 | i | -5 | 0 | -0.5 | 2 | 11 | 1.3 | 24
Cc1ccc(S(=O)(=O)/N=C2\C=C(Nc3cccc(C(=O)O)c3)C(=O)c3ccccc32)c(C)c1 | 0.4 | 1 | i | . | 8 | 0.0 | 20 | 114* | 1.8 | -11
Nc1cc(C(=O)OCC(=O)NCCCc2ccccc2)ccc1Cl | -2.0 | -4 | 0.0 | -13 | 1 | 5.3 | . | 0 | 0.0 | -3
O=C(C1CCC1)N1CCc2cc(S(=O)(=O)N3CCN(c4ccccn4)CC3)ccc21 | -0.7 | -1 | 2.8 | 4 | 3 | 0.7 | -4 | . | . | 55*
Cc1csc2ncc(C(=O)N(Cc3ccccc3)c3ccccn3)c(=O)n12 | -0.9 | 4 | i | 3&-7&-5 | -4 | 0.2 | 19 | 2 | 3.6 | 6
CCOC(=O)c1cnc(-c2ccccc2)nc1-c1ccccc1 | -0.3 | -5 | -0.5 | -123 | 0 | 2.2 | -2 | 15 | -1.8 | -5
COc1ccc(OCCCC(=O)Nc2cccc([N+](=O)[O-])c2C)cc1 | 0.3 | 0 | i | -2 | 6 | -0.8 | 18 | 13 | . | -6
CCC(=O)Oc1ccc2c(=O)c(-c3ccc4ccccc4n3)c(CC)oc2c1C | -0.5 | 1 | -0.3 | 8 | 0 | -0.8 | 4 | 6 | . | 6
CC(=O)Nc1ccc(S(=O)(=O)NC(C)C(=O)OCC(=O)Nc2ccc(F)cc2Cl)cc1 (stereo unspecified) | 0.0 | -2 | i | . | . | . | . | 1 | 0.4 | -10
N#Cc1cc(-c2ccccc2)cnc1Sc1ccc(Cl)cc1 | -2.2 | -2 | i | -20 | -6 | -0.3 | 21 | 1 | . | 28
O=C(NCCc1ccccc1)c1ccccc1NC(=O)C1CC=CCC1C(=O)O (stereo unspecified) | 0.7 | 0 | -0.3 | -9 | 0 | -0.1 | 2 | 0 | 0.9 | -1
CSc1ncccc1C(=O)OCC(=O)N(C)c1c(N)n(Cc2ccccc2)c(=O)[nH]c1=O | 2.6 | -3 | -0.8 | 9 | . | -0.2 | . | -5 | 1.4 | 2
COc1ccc2[nH]c(=O)c(CN(Cc3ccco3)C(=O)c3ccccc3)cc2c1 | -0.6 | -5 | -5.3 | 3 | -1 | 0.2 | 6 | 0 | . | 17
CCC(C)C1C(C#N)=C(N)Oc2n[nH]c(-c3ccccc3)c21 (stereo unspecified) | -0.6 | 3 | -0.2 | 0 | 4 | 1.3 | -6 | 4 | -0.8 | 1

Part of the list above in another layout:
Values run as follows: BoNT A protease, Anthrax LF inh2, BH1578 lux ind, SSB-PriA inh, 3CLpro inhibitor, PfHsp40 rescue, DUSP3 inh, CCHF vOTU inh, TcdB inh, Y pestis TopoI
Cc1ccc(C)c(NC(=O)CN(C)C(=O)C2=NNC(=O)CC2)c1
    1.1, -3, -2.5, -17, ., -1.4, ., -3, 0.8, 5
O=[N+]([O-])c1ccc(N/N=C2/CCCCC2c2ccccn2)c([N+](=O)[O-])c1 (stereo unspecified)
    -0.8, -1, i, ., 0, 2.7, 5, 20, -0.5, -9
CSc1ncccc1C(=O)OCC(=O)N(C)c1c(N)n(Cc2ccccc2)c(=O)[nH]c1=O
    2.6, -3, -0.8, 9, ., -0.2, ., -5, 1.4, 2
Cc1ccc(S(=O)(=O)/N=C2\C=C(Nc3cccc(C(=O)O)c3)C(=O)c3ccccc32)c(C)c1
    0.4, 1, i, ., 8, 0.0, 20, 114*, 1.8, -11
CC(=O)Nc1ccc(S(=O)(=O)NC(C)C(=O)OCC(=O)Nc2ccc(F)cc2Cl)cc1 (stereo unspecified)
    0.0, -2, i, ., ., ., ., 1, 0.4, -10

Next part.
SMILES | BoNT A protease | Anthrax LF inh2 | BH1578 lux ind | SSB-PriA inh | 3CLpro inhibitor | PfHsp40 rescue | DUSP3 inh | CCHF vOTU inh | TcdB inh | Y pestis TopoI
COc1cc(C(=O)NCC(=O)n2nc(C)cc2C)cc(OC)c1OC | 0.9 | 1 | -3.7 | -11 | 3 | -0.8 | 3 | 10 | . | 6
Cn1c(SCC(=O)N2CCCCC2)nc2c(c1=O)SCC2 | 0.5 | -3 | 0.8 | 2 | 0 | 0.6 | 14 | 19 | 6.9 | 6
CCOc1ccc(N=Cc2c(O)cc(C)oc2=O)cc1 | -1.3 | -5 | -0.1 | 1 | -3 | 0.4 | 12 | 10 | 2.0 | 2
COC(=O)c1ccc(COC(=O)c2ccccc2OC)cc1 | 0.0 | -1 | -0.8 | -40 | 4 | 0.4 | -13 | -9 | . | 1
COc1cccc(C(=O)O/N=C(\N)c2ccncc2)c1 | 0.4 | 1 | i | i | 4 | -0.3 | 25 | -5 | 1.1 | 4
COC(=O)C1=NN(C(=O)c2ccc(Cl)cc2)C(O)(c2ccccc2)C1 (stereo unspecified) | -1.4 | -1 | i | 10 | 2 | 11 | 6 | 9 | . | -6
CCCC(C)NC(=O)COC(=O)c1ccc2c(c1)C(=O)N(Cc1ccco1)C2=O (stereo unspecified) | 1.2 | 10 | -10 | -2 | -3 | 0.4 | 2 | 6 | 0.5 | -2
CC(=O)Nc1nonc1-c1nc2ccccc2n1C | 0.1 | -5 | -0.3 | 6 | -4 | 0.2 | 12 | 12 | 0.8 | -2
O=C1CNC(=O)/C(=C\c2ccccc2)N1 | -2.9 | 1 | i | -16 | -1 | -0.9 | 2 | 21 | -1.1 | -2
O=C(NC(=S)Nc1cc(S(=O)(=O)N2CCOCC2)ccc1O)c1ccco1 | -0.8 | 4 | -0.2 | -23 | 5 | 0.5 | 14 | 1 | -0.6 | 7
Cc1nc(C)c(-c2csc(Nc3ccc(O)c(C(=O)O)c3)n2)s1 | -3.6 | 6 | -0.7 | 6 | 5 | 0.6 | 16 | 5 | 3.9 | 3
CCN1CCN(C(=O)c2ccc(OC3CCN(CCc4ccccc4)CC3)cc2)[C@@H](C)C1=O | -7.5 | -6 | i | -17 | -3 | 0.2 | 20 | -13 | 0.0 | 19
CCN(c1ccccc1)S(=O)(=O)c1cccc(C(=O)OCC(=O)Nc2ccc(NC(C)=O)cc2)c1 | 1.6 | -3 | i | -9 | . | 1.2 | . | -4 | 0.4 | 33
COc1ccc(C(=O)NNC(=O)Cc2ccc(-c3ccccc3)cc2)cc1OC | -0.3 | -1 | -3.5 | -18 | 4 | 1.3 | 0 | 9 | . | 27
CCOc1ccc(OCC)c(NC(=O)c2nnn(CC(=O)Nc3cc(C)cc(C)c3)c2N)c1 | 1.9 | 2 | i | 9 | 3 | 0.6 | -4 | -2 | 0.8 | 17
CCC(=O)c1ccc(OCC(=O)OCC(=O)N2CCc3ccccc3C2)cc1 | . | . | -0.5 | -6 | . | 0.8 | . | 3 | 2.5 | 20
O=C(NCCC(=O)N1CCC2(CC1)NCCc1[nH]cnc12)c1ccc(F)c(F)c1 | -0.9 | 0 | -0.9 | 5 | -6 | 1.2 | -20 | 7 | 1.6 | -1
Fc1cccc(Nc2ncnc3c2cnn3-c2ccccc2)c1 | -0.4 | -7 | -0.2 | -18 | . | -0.3 | -1 | 9 | 3.6 | -5
CC(=O)N1c2ccc(S(=O)(=O)NCCC(=O)NC3CCCC(C)C3C)cc2CC1C (stereo unspecified) | 0.2 | 1 | -0.4 | -10 | 7 | 0.1 | 6 | -16 | 1.8 | 11
Cc1c(N2C(=O)C3C4C=CC(C4)C3C2=O)c(=O)n(-c2ccccc2)n1C (stereo unspecified) | ? | -22 | i | 1 | 2 | -0.9 | 23 | -4 | -1.0 | 8
O=c1c2ccccc2nc(SCCN2CCOCC2)n1CCc1ccccc1 | 0.5 | -4 | -1.1 | 2 | 0 | 6.9 | 10 | -10 | 2.5 | 7
Cc1c(C(=O)Nc2ccc(Cc3ccncc3)cc2)cccc1[N+](=O)[O-] | -0.1 | -2 | -0.7 | -1 | 0 | 0.9 | 3 | 5 | 2.5 | 6
CC12CN3CCN(C1)CC(C)(C3)C2=NO | -0.8 | -4 | i | -3 | 3 | -0.9 | 42 | 3 | 1.7 | 3
CCCCOC(=O)C1CN(c2ccccc2)N=C1C(=O)OCC (stereo unspecified) | 1.9 | -1 | i | -179 | 6 | 1.5 | -15 | 10 | . | 12
